Screens from PubChem BioAssay.
Diaphorase act: activates diaphorase or chemically reduces, flagging diaphorase assay artifacts. Diaphorase/resazurin coupled assay, resorufin fluorescence, 16 min; active compounds read high; 1 = vehicle wells, 0 = NADH-free wells. 190,000 compounds, 0.005% hits. activation factor at 20 µM;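 active means diaphorase activity raised at least twofold by the compound at 20 µM; inactive means activation factor below 2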
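Measured by – red resorufin fluorescence at 544/590 nm excitation/emission · Test system – Clostridium kluyveri diaphorase, purified enzyme · Incubation – reaction time 16 min, room temperature · Buffer or medium – 50 mM HEPES pH 7.4 with 4.542 mM MgCl2, 0.005% Tween 20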
Diaphorase inh: counter-screen for diaphorase-based assays: diaphorase inhibitors and chemical oxidizers; diaphorase resazurin-to-resorufin fluorescence, NADH, 16 min; bacterial (C. kluyveri) enzyme, not human; inhibition, % at 20 µM; 190,000 compounds, 0.69% hits; AID 1217;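 active means primary screen inhibition at 20 µM above a set limit, cut at about 50% in these data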;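 further: plate controls were DMSO with full reaction for no effect and wells lacking NADH for full effect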
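Assay system: diaphorase enzyme from Clostridium kluyveri. Quantity: enzyme working solution with 0.14 U/mL diaphorase. Schedule: reaction incubation of 16 min at room temperature. Technique: resorufin fluorescence, excitation 544 nm, emission 590 nm. Controls: No-NADH positive control and DMSO neutral control.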
TLR4 MyD88 comp: blocks binding of human TLR4 to MyD88 | O00206+Q99836 | HeLa CL3-4 TLR4/MyD88 BLA complementation, FRET ratio | inhibition, % at 8.4 µM | 200,000 compounds, 0.18% hits | AID 861; in the data active means inhibition above about 25%;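 further: 0% = vehicle and 100% = reference inhibitor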
Hsp70 act: Hsp70 transcriptional activation, primary screen; HeLa Hsp70 promoter luciferase reporter, luminescence; scaled: vehicle 0, proteasome-inhibitor control 100%; 200,000 compounds, 0.04% hits; activation, % at 10 µM;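 active means activation above the mean across all tested compounds plus 3 SD, cutoff set per campaign, cut at about 5.5% in these data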;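 further: 100% = MG132 at 30 µM as the positive control and 0% = DMSO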
S1P3 antag: antagonists of human S1P3 receptor. CHO S1P3 NFAT-BLA reporter, FRET fluorescence, antagonist mode. AID 485. Q99500. inhibition, % at 4.98 µM. 170,000 compounds, 0.27% hits;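 active means inhibition above the plate cutoff, the mean inhibition of test wells on that plate plus 3 SD, cut at about 28% in these data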;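 further: cells challenged with S1P at its EC80 of 0.8 µM; blue over green emission ratio from cleaved BLA substrate after 4 h stimulation; 0% = S1P-stimulated wells and 100% = unstimulated DMSO-only wells; some compounds past the cut are filed as inactive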
Target sequence (Q99500 whole entry, looked up): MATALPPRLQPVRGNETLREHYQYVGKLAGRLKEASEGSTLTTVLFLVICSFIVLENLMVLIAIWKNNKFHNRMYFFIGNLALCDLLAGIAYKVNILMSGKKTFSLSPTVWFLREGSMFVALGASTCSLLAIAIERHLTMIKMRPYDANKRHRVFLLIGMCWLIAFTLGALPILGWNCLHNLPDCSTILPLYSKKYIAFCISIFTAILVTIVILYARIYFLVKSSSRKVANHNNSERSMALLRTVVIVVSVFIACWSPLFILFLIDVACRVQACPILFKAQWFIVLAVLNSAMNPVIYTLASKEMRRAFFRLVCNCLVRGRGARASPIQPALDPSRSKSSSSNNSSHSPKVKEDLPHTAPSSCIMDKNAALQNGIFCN
Lmaj promast: inhibitors of Leishmania major promastigote growth. 200,000 compounds, 9% hits. AID 1063. Leishmania major promastigotes, resazurin fluorescence viability. inhibition, % at 10 µM;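 further: promastigotes grown with compound for 44 hours at 28 °C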
Redox H2O2 prof: compounds producing H2O2 with reducing agent – biochemical, NIH compound library profiling, artefact control for MLSCN library redox annotation, primary screen | DTT-dependent redox cycling H2O2, phenol red/HRP absorbance; 100% = 100 µM peroxide control, 0% = buffer | activation, % at 10 µM | 200,000 compounds, 0.03% hits | AID 878;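 active means activation of at least 50% relative to the plate's high and low controls in the primary single-dose screen; inactive means activation below 50%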;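 further: compound incubated with DTT at 0.8 mM final as the reducing agent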
PMI act satM6P: increases human PMI activity with near-saturating mannose 6-phosphate; coupled PMI enzyme assay, resazurin fluorescence, 20 min; active compounds read high; 1 = untreated enzyme, 0 = substrate-free blank; activation factor at 20 µM; 190,000 compounds, 0.34% hits; AID 1216;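 active means activation factor of 2 or more at 20 µM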
Target sequence (P34949 whole entry, looked up): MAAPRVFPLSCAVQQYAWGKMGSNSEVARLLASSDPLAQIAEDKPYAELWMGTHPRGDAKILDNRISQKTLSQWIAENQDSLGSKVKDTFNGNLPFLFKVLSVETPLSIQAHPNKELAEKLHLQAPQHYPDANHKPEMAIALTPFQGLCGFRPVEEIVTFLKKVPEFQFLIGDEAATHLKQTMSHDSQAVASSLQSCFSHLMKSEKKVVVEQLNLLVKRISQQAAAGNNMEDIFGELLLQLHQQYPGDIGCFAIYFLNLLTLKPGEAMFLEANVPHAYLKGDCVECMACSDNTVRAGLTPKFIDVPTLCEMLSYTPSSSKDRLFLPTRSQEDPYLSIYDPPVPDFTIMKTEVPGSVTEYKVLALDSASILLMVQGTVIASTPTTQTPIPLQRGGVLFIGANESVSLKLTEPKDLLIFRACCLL
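Test system: human phosphomannose isomerase with PGI, G6PDH, diaphorase coupling enzymes; amount: 15 ng/mL PMI; incubation: enzyme reaction with compound 20 min at room temperature; technique: resorufin fluorescence (Ex 544/Em 590 nm) from resazurin via diaphorase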
PMI act: increases human mannose-6-phosphate isomerase activity; 190,000 compounds, 0.005% hits; purified human PMI, coupled resazurin fluorescence, 20 min; active compounds read high; 1 = vehicle control, 0 substrate-free wells; P34949; activation factor at 20 µM;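 active means activation factor of 2 or more at 20 µM, relative to plate controls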
G6PDH CS: counter-screen for G6PDH assay hits: L. mesenteroides G6PDH inhibition | Purified L. mesenteroides G6PDH, diaphorase/resazurin coupled fluorescence, 45 min | inhibition, % at 5 µM | 200,000 compounds, 0.12% hits
RAM inhibit: inhibitors of the yeast RAM network | S. cerevisiae dse1pr::URA3 reporter, 5-FOA growth OD615, 2 d; analog-sensitive cbk1-as2 kinase mutant strain | inhibition, % at 50 µM | 190,000 compounds, 1.8% hits;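 active means inhibition above a set limit, 3 SD over mean compound inhibition, cut at about 8.4% in these data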;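 further: 0% = DMSO-only wells with no growth and 100% = 10 µM 1-NA-PP1 full growth; inhibition rescues growth on 5-FOA so higher OD means more RAM inhibition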
An asterisk follows results filed as active; . = not tested or not shown. Unless noted, no stated cut-off is given here; in the data, active means inhibition above about 50%; inactive means the rest. Random draw from the library, and some 12% of all compounds hit somewhere here.

Each structure is followed by: Diaphorase act	Diaphorase inh	TLR4 MyD88 comp	Hsp70 act	S1P3 antag	Lmaj promast	Redox H2O2 prof	PMI act satM6P	PMI act	G6PDH CS	RAM inhibit
- COc1ccc(CCC(=O)N/N=C\c2cccs2)cc1
    1	5	-16	0.7	-4	3	-0.1	0.9	1	-4	0.4
- COc1ccc(S(=O)(=O)NC(C)C)cc1-n1cnnn1
    0.8	24	0	0.1	-17	-4	0.1	0.9	0.9	8	0.1
- CCC(C)NCCOCCOc1ccc(Cl)c(C)c1C (stereo not drawn)
    1	2	-15	-0.4	-20	98*	-0.4	1.2	1.1	0	1.1
- O=C(CCN1CCCCC1)NNC(=O)C12CC3CC(CC(C3)C1)C2
    1	1	-9	-0.4	-9	6	-3.4	1	1	3	0.2
- Cc1cc(C)n2nc(C(=O)N3CCN(c4ccc([N+](=O)[O-])cc4)CC3)nc2n1
    1	2	-8	-0.1	-10	1	0.5	1	1	0	1.4
- CCOC(=O)c1c(NC(=O)C2COc3ccccc3O2)sc2c1CCN(Cc1ccccc1)C2 (stereo not drawn)
    1	-3	15	-0.5	3	58*	0.2	1.1	1	-20	-1.1
- Cc1oc2c(C)c(O)ccc2c(=O)c1N1C(=O)c2ccccc2C1=O
    1	2	2	-0.3	5	-8	0.1	1	1.1	6	4.7
- Cn1c2c(c(=O)n(C)c1=O)C(CC(=O)Nc1ccccc1)C(=O)N2 (stereo not drawn)
    1	4	-17	-0.1	7	-6	0.2	0.9	0.9	-8	-0.2
- CC(C)[C@H](NC(=O)c1ccccc1)C(=O)OCC(=O)N1CC2(C)CC1CC(C)(C)C2 (stereo partly drawn)
    1	-1	-7	-0.2	9	53*	0.3	1.1	1	-6	-0.7
- COc1nc(-c2ccccc2)ccc1-c1noc(-c2ccc(F)cc2)n1
    1	3	.	.	1	.	.	1	1	8	.
- CC(C)(C)c1ccc(C(=O)c2c[nH]c(C(=O)O)c2)cc1
    1	1	5	-0.1	0	-5	0.3	1	1.1	-5	-0.4
- COCC(C)n1c(C)cc(C(=O)COC(=O)c2ccc3c(c2)NC(=O)CS3)c1C (stereo not drawn)
    0.9	12	-9	0.0	-5	46	-0.4	0.9	0.9	-1	1.0
- COc1ccc2[nH]c(=O)cc(C(=O)O)c2c1
    0.8	20	-6	-0.1	-6	-4	-0.6	1.4	1.3	-1	1.5
- O=C(c1cccc(C(F)(F)F)c1)N1CCCC1
    0.9	9	14	-0.1	-12	-6	-4.1	0.9	0.9	-12	-0.7
- COc1cc(OC)nc(NC2OC(=O)c3ccccc32)n1 (stereo not drawn)
    1	2	17	-0.3	-8	-1	0.0	1	1	18	0.6
- O=C(NC1=NCCS1)c1ccc(OCC2CCCO2)cc1 (stereo not drawn)
    0.9	11	12	0.0	-4	-7	-0.2	1	0.9	3	0.8
- O=C1C(c2ccc(F)cc2)N(Cc2ccc3c(c2)OCO3)C(=O)CN1C1CCCC1 (stereo not drawn)
    0.9	7	10	-0.2	.	4	2.3	0.9	0.9	4	0.3
- Cc1nc(N2CCN(S(=O)(=O)c3cccc4nonc34)CC2)c2c3c(sc2n1)CCCC3
    0.8	17	2	-0.2	-17	28	-1.6	0.9	0.9	1	2.4
- COc1ccc(N2C(=O)CSC2c2cccs2)cc1 (stereo not drawn)
    0.9	10	5	0.1	-10	6	0.2	1.1	1.1	0	1.2
- O=C(NCc1ccc(N2CCCC2=O)cc1)c1cccc(Cl)c1
    1.1	-6	10	-0.2	14	-8	0.0	1.1	1.1	-1	1.0
- COc1ccc(OCCCC(=O)N2CCCc3ccccc32)cc1
    0.9	9	3	0.8	33	1	2.4	0.9	0.9	6	0.2
- CN(C)c1nc(=S)nc(NCc2ccccc2)[nH]1
    0.7	28	11	-0.2	-19	-2	-0.2	1.1	1.1	4	0.5
- CC(C)N1CCN(CC#Cc2ccccc2)CC1CCO (stereo not drawn)
    .	.	5	-0.2	0	-3	0.0	.	.	12	3.8
- O=C(Nc1cccc(-c2nnc(-c3ccco3)o2)c1)C(c1ccccc1)c1ccccc1
    0.9	12	7	0.1	.	100*	0.2	0.9	0.9	-5	4.8
- Cc1cccc(C)c1NC(=S)N(CCN1CCCCCC1)Cc1ccco1
    0.9	9	-8	-0.3	3	18	0.0	1	1	-2	-0.5
- O=C(NCCN1CCOCC1)c1cc(-c2cccs2)on1
    1	-1	-1	0.5	1	-3	0.7	1.2	1.1	4	0.9
- COc1cc(-c2nc(-c3ccccc3)c(-c3cc([N+](=O)[O-])ccc3C)[nH]2)cc(OC)c1OC
    0.6	39	11	-0.2	.	100*	-0.2	0.9	0.9	1	1.8
- CCOC(=O)c1sc2nc(SCC#N)n(CC3CCCO3)c(=O)c2c1C (stereo not drawn)
    1	-1	4	0.1	.	-2	-1.6	1	1	-17	0.4
- COC(=O)c1cccc(NC(=O)Nc2ccccc2OC)c1
    0.8	20	-4	0.1	13	11	-1.0	1	0.9	11	0.9
- COC(=O)CSc1ccsc1C(=O)O
    0.9	7	0	-0.4	-9	0	-0.8	1	1.2	1	-0.7

A stretch from the list above, for reference:
Each structure is followed by: Diaphorase act	Diaphorase inh	TLR4 MyD88 comp	Hsp70 act	S1P3 antag	Lmaj promast	Redox H2O2 prof	PMI act satM6P	PMI act	G6PDH CS	RAM inhibit
- COc1ccc(CCC(=O)N/N=C\c2cccs2)cc1
    1	5	-16	0.7	-4	3	-0.1	0.9	1	-4	0.4
- COc1ccc(S(=O)(=O)NC(C)C)cc1-n1cnnn1
    0.8	24	0	0.1	-17	-4	0.1	0.9	0.9	8	0.1
- CCC(C)NCCOCCOc1ccc(Cl)c(C)c1C (stereo not drawn)
    1	2	-15	-0.4	-20	98*	-0.4	1.2	1.1	0	1.1

Filtered by structure, the compounds so far with a nitro group on carbon.
Each structure is followed by: Diaphorase act	Diaphorase inh	TLR4 MyD88 comp	Hsp70 act	S1P3 antag	Lmaj promast	Redox H2O2 prof	PMI act satM6P	PMI act	G6PDH CS	RAM inhibit
- Cc1cc(C)n2nc(C(=O)N3CCN(c4ccc([N+](=O)[O-])cc4)CC3)nc2n1
    1	2	-8	-0.1	-10	1	0.5	1	1	0	1.4
- COc1cc(-c2nc(-c3ccccc3)c(-c3cc([N+](=O)[O-])ccc3C)[nH]2)cc(OC)c1OC
    0.6	39	11	-0.2	.	100*	-0.2	0.9	0.9	1	1.8

Additional structures
Each structure is followed by: Diaphorase act	Diaphorase inh	TLR4 MyD88 comp	Hsp70 act	S1P3 antag	Lmaj promast	Redox H2O2 prof	PMI act satM6P	PMI act	G6PDH CS	RAM inhibit
- CCOC(=O)c1[nH]c2cc(OC)c(OC)cc2c1NC(=O)CN1CCN(c2ccc(OC)cc2)C(C)C1 (stereo not drawn)
    0.9	7	7	-0.1	.	50	-0.4	0.9	0.9	9	-0.6
- CCc1ccccc1NS(=O)(=O)c1ccc2[nH]cc(C(=O)NCC3CCCO3)c(=O)c2c1 (stereo not drawn)
    0.8	25	5	-0.1	-1	6	-0.3	1.1	1.1	7	3.8
- COc1ccc(N2CC(C(=O)NCCCN3CCOCC3)CC2=O)cc1 (stereo not drawn)
    1	0	-1	-0.3	8	-2	1.1	1	1.1	8	0.2
- CCCSc1nnc(CSc2ncccn2)n1C
    1.1	-8	3	-0.1	-4	-5	-0.5	1.1	1.2	3	-0.4
- COc1ccc(Br)cc1CNC(=O)C1CCN(S(=O)(=O)N2CCC(C)CC2)CC1
    0.9	13	-2	-0.6	0	-6	-0.1	1.1	1.1	3	2.8
- O=C(NCc1cccnc1)c1ccc2c(c1)OCO2
    0.9	12	3	-0.1	.	-3	0.5	1	1	10	-0.3
- Cc1ccc(SCC(=O)Nc2ccc(N3CCN(C)CC3)c(F)c2)cc1
    0.8	23	-1	-0.1	.	100*	-3.6	0.9	0.9	2	0.4
- S=c1[nH]ccn1-c1ccc(Cl)cc1
    0.9	14	7	-0.3	5	-9	-1.3	1	1	2	0.6
- O=C(O)c1ccc(NC(=S)NC(NC(=O)c2ccco2)C(Cl)(Cl)Cl)cc1 (stereo not drawn)
    1	-2	-10	0.0	.	-3	0.1	1	1	14	0.0
- CN(Cc1cn[nH]c1-c1ccc2c(c1)OCO2)C1CCOCC1
    0.9	11	-1	-0.5	-3	-3	-0.7	0.9	0.9	4	0.8
- CN(C)CCCNC(CC(=O)Nc1cccc([N+](=O)[O-])c1)C(=O)O (stereo not drawn)
    1	-1	-5	-0.2	-5	-2	-0.4	1	1	-2	1.8
- O=C(CNC(=O)c1cccs1)NCC(=O)OCC(=O)c1ccc([N+](=O)[O-])cc1
    0.9	6	-1	0.0	-18	-4	-0.6	1.1	1.1	14	-0.4
- COc1ccc(NC(=O)c2ccc(-c3ccccc3C(F)(F)F)o2)cc1
    0.9	15	-5	-0.2	-12	-7	0.5	0.9	0.9	6	6.1
- COC(=O)CNC(c1ccccc1)c1cc(C)ccc1NC(=O)CNC(=O)OCc1ccccc1 (stereo not drawn)
    0.9	12	5	-0.2	.	5	1.6	0.9	0.9	15	-1.0
- CCOC(=O)c1cnc2c(cnn2C)c1NCCCn1ccnc1
    1.2	-18	2	-0.3	5	-9	-0.2	1	1	-4	-0.7
- COc1ccc(OC)c(NC(=O)C(=O)NCCC2=CCCCC2)c1
    0.8	21	-4	-0.5	4	-4	-0.3	0.9	0.9	4	4.1
- COc1cc2c(cc1NC(=O)/C=C/c1ccccc1)oc1ccccc12
    0.8	18	12	0.0	.	10	3.2	0.9	0.9	3	4.4
- CCc1cc2c(NC(C(=O)O)C(C)C)ncnc2s1 (stereo not drawn)
    0.8	16	0	-0.5	6	-2	-2.8	0.9	1	-10	-1.2
- N#CCCn1cc(/C=N/NC(=O)c2ccncc2)c(-c2ccc(F)cc2)n1
    0.8	16	4	-0.4	-2	1	0.1	0.8	0.9	2	-0.6
